PP1 counter: counter-screen for PP5 inhibitors: inhibitors of human PP1-alpha. P62136. purified PP1alpha, OMFP fluorescence. inhibition, % at 6.7 µM. 0.9% of 320,000 active. AID 2235;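 active = inhibition above the mean inhibition of all tested compounds plus 3 SD, computed separately for each screening campaign, cut at about 15% in these data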
proCasp3 act: procaspase-3 (human) activation; activation, % at 8.5 µM; AID 463141; 0.11% of 330,000 active; recombinant procaspase-3 D3A, Ac-DEVD-pNA absorbance 405 nm; P42574;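 active = activation above the mean of all tested compounds plus 3 SD, cut at about 21% in these data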;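 note: 0% = DMSO alone and 100% = DMSO wells spiked with extra 5 µM PC-3 D3A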
Target sequence (P42574 whole entry D9A/D28A/D175A): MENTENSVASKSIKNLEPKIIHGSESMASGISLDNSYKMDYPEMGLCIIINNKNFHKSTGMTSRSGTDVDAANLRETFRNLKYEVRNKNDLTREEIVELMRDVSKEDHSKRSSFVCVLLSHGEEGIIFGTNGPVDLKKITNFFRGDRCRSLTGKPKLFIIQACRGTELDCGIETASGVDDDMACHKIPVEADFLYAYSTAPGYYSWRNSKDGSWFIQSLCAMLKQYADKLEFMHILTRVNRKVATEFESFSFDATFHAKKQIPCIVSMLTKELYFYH
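System: Procaspase-3 D3A mutant. Medium: Zinc-free 300 mM NaCl, 50 mM HEPES, 0.01% Triton X-100. Schedule: 1 h preincubation plus 2 h reaction at 25 °C. Measured by: 405 nm absorbance of p-nitroaniline, reads at 0 and 120 min. Read-out: percent activation relative to control range.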
Efflux pump inh: antifungal efflux pump inhibition, Nile Red retention; inhibition, % at 10 µM; S. cerevisiae Candida pump triplex; 0.44% of 330,000 active;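 active = plate passing quality check with inhibition over a set limit, or well fluorescence over plate mean plus 4 SD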;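 note: Nile Red retained in pooled yeast measured as flow cytometry median fluorescence; 0% = buffer negative control and 100% = Enniatin B positive control; higher means more Nile Red kept so more efflux inhibition; some compounds called inactive have numbers as strong as hits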
TPT1 inh: inhibitors of Candida albicans tRNA 2'-phosphotransferase TPT1. recombinant caTPT1, FP RNA substrate dephosphorylation. inhibition, % at 5 µM. 0.81% of 300,000 active. AID 1962;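 active = inhibition above the mean of all tested compounds plus 3 SD, set per screening campaign, cut at about 24% in these data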;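 note: plate controls were DMSO alone for no effect and ferristatin control at 100 nM for full effect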
GASC-1 inh: inhibitors of human GASC-1 (JMJD2C) demethylase; Q9H3R0; GST-JMJD2C(1-420) H3K9me3 demethylation, DELFIA europium; inhibition, % at 2.35 µM; 0.069% of 330,000 active; AID 2099;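 active = more than half of a compound's replicate wells show inhibition beyond 50%, single wells judged on their own value; inconclusive = some, but no more than half, of replicates pass 50% inhibition; inactive = no replicate passes 50% inhibition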;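 note: signal counts dimethyl H3K9 product captured on neutravidin plate; 0% = median of DMSO wells and 100% = 0.3 times that DMSO median; strong numbers were not always called active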
Target sequence (Q9H3R0 1-420 limits assumed): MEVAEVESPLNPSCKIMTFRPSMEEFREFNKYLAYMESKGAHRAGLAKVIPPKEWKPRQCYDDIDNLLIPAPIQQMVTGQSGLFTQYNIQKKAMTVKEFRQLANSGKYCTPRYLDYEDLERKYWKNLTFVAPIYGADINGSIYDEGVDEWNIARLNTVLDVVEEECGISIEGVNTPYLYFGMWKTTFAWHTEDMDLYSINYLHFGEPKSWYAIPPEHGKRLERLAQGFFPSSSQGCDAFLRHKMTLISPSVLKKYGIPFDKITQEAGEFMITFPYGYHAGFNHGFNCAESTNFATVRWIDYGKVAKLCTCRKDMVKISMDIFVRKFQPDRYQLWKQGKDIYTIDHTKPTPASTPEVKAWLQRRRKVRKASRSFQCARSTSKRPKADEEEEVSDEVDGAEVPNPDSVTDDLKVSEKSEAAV
Fh CTSL1 inh: cathepsin L1 inhibition, PFM18AAP counter-screen. recombinant F. hepatica cathepsin L1, Z-Leu-Arg-MCA fluorescence. AID 1906. inhibition, % at 5.96 µM. 0.49% of 300,000 active;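 active = inhibition above the mean of all tested compounds plus 3 SD, set per screening campaign, cut at about 17% in these data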;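 note: 0% = plate median of test compound wells and 100% = 1 µM Z-Phe-Ala-diazomethylketone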
PP5 primary: PP5 (human) phosphatase inhibition; P53041; purified PP5c, OMFP substrate fluorescence; inhibition, % at 6.7 µM; 0.18% of 320,000 active;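 active = inhibition above the campaign's mean inhibition across all tested compounds plus 3 SD, cut at about 9.5% in these data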;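 note: 0% = DMSO only and 100% = 100 µM cantharidin control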
HCV core dimer: HCV core protein dimerization inhibition; TR-FRET GST/Flag-core106 dimerization, 1536-well; inhibition, % at 5 µM; 0.33% of 300,000 active; AID 1899;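 active = inhibition above the mean of all tested compounds plus 3 SD, set per screening campaign, cut at about 45% in these data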
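Assay system: Tagged HCV core106 pair (GST and Flag) | Buffer or medium: KF-containing HEPES buffer, pH 7.45, DTT, CHAPS, BSA | Also added: Eu donor and XL665 acceptor anti-tag antibodies | Dosing: One concentration, 5 µM, in 0.5% DMSO | Timing: 4 h at 22.5 °C | Technique: TR-FRET 671 and 617 nm emission | Repeats: Singlicate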
procasp7 counter: activates human procaspase-7, counter-screen for procaspase-3 activators. 0.093% of 330,000 active. activation, % at 8.5 µM. recombinant procaspase-7, Ac-DEVD-pNA absorbance 405 nm; D23A/D198A/D206A triple mutant, cannot self-cleave; scale: DMSO 0, 5 µM enzyme 100. P55210;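 active = percent activation above the screen-wide mean plus 3 SD, cut at about 25% in these data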
Target sequence (P55210 whole entry D23A/D198A/D206A): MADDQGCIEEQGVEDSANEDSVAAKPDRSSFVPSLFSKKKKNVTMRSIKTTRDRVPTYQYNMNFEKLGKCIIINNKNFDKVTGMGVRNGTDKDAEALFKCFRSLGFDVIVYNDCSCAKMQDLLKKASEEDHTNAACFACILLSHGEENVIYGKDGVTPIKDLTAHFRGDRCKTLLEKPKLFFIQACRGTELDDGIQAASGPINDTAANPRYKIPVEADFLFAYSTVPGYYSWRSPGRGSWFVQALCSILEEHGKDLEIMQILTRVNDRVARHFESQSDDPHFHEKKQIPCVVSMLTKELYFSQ
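Assay system: Uncleavable procaspase-7 mutant enzyme / Input: 2 µM procaspase-7 mutant as dispensed / Dosing: single nominal 8.5 µM compound dose, 0.8% DMSO final / Timing: 1 h enzyme–compound preincubation and 2 h substrate reaction, both 25 °C / Detection: p-Nitroaniline absorbance at 405 nm, read at 0 and 120 min / Replication: singlicate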
* = called active by the depositor; u = inconclusive; x = not tested or not shown; & = joins results of further samples.

| structure | PP1 counter | proCasp3 act | Efflux pump inh | TPT1 inh | GASC-1 inh | Fh CTSL1 inh | PP5 primary | HCV core dimer | procasp7 counter |
| --- | --- | --- | --- | --- | --- | --- | --- | --- | --- |
| Cn1c(SCC(=O)c2c(N)n(C)c(=O)n(C)c2=O)nnc1-c1ccccc1 | -3 | 14 | 0.0 | 2 | 2 | 3 | 2.1 | -12 | 5 |
| COc1ccc2c(c1)CCc1c(C(=O)Nc3c(C)n(C)n(-c4ccccc4)c3=O)noc1-2 | 5 | 1 | 0.4 | 2 | u | -1 | 2.9 | 0 | -10 |
| Cc1ccc(S(=O)(=O)CCN2CCN(c3ccccc3)CC2)cc1 | 1 | 9 | 0.0 | -4 | 0 | -1 | -1.4 | 6 | -4 |
| O=C(Oc1ccc(/C=N/NC(=O)c2ccccc2F)cc1)c1ccccc1 | 5 | 8 | -1.3 | 2 | -36 | 7 | 0.3 | 10 | 2 |
| c1ccc2c(c1)CCc1c(-c3ccncc3)n[nH]c1-2 | 1 | -9 | -0.2 | x | 8 | x | 3.5 | x | 6 |
| O=C(NCCc1ccccc1)c1ccccc1Cl | -4 | 4 | -0.1 | -7 | 7 | 2 | 4.4 | -15 | -6 |
| COc1cc(/C=N/NC(=O)c2ccccc2)ccc1O | -1 | -1 | 0.0 | 3 | 7 | 7 | -1.2 | -5 | 1 |
| CC(=O)c1cccc(NS(=O)(=O)c2ccc3c(c2)oc(=O)n3C)c1 | -1 | -3 | 0.1 | 2 | 1 | -1 | 4.0 | -9 | 8 |
| CC1=C(C(=O)OCC(C)C)C(c2ccc(F)cc2)NC(=O)N1 (stereo not given) | 0 | 6 | 0.0 | -2 | 4 | -1 | 0.3 | 0 | -6 |
| Cc1cc(C)n(CC(=O)NCc2cc(-c3nn(C)c(=O)c4ccccc34)ccc2C)n1 | 0 | 4 | 0.1 | 2 | 5 | -5 | 3.2 | 3 | 3 |
| CC1CCCCN1C(=O)Cn1c(=O)oc2ccccc21 (stereo not given) | -4 | 0 | -0.1 | 1 | -32 | 4 | 0.6 | 0 | 9 |
| COc1cccc(-n2cn[nH]c2=S)c1 | -2 | -4 | -0.1 | -1 | 2 | 3 | 0.1 | -6 | -1 |
| N#Cc1c(C#N)c(-c2ccccc2)n(-c2ccc(C(=O)O)cc2)c1N | -1 | 5 | 0.0 | -2 | 8 | 5 | -2.1 | 1 | 16 |
| Cc1nc2sccc2c(=O)n1-c1cccc(Cl)c1 | 2 | 15 | -0.1 | -1 | 7 | -4 | 0.0 | -3 | -2 |
| CCn1ccnc1C(O)c1cccc(OC)c1 (stereo not given) | -6 | -3 | 0.0 | -2 | 6 | 9 | -1.0 | 2 | 8 |
| O=C(CN1CCNC(=O)C1)NCCc1ccc(Cl)cc1Cl | -5 | 2 | 0.0 | -2 | 1 | -3 | 2.0 | 0 | -4 |
| O=C(CNC(=O)c1ccc(F)cc1)N/N=C/c1cc(Br)ccc1OC(=O)/C=C/c1ccco1 | -2 | 1 | -0.1 | 2 | -9 | -6 | 0.2 | 13 | -7 |
| COc1cc2nc(Cl)nc(NCCO)c2cc1OC | -3 | 6 | 0.0 | -2 | 1 | -2 | 0.2 | 0 | 8 |
| O=C(O)C(=O)Cc1c[nH]c2ccccc12 | -5 | 1 | -0.3 | 5 | x | 3 | 5.9 | -2 | -11 |
| CO/N=C(\Cn1ncc(N2CCCC2)c(Br)c1=O)c1ccc(Cl)cc1 | -2 | 3 | 0.0 | 0 | -12 | 4 | 3.1 | 17 | 16 |
| CCOc1ccc(/C=C(\C#N)C(=O)Nc2ccccn2)cc1 | -1 | 5 | -0.2 | -2 | 12 | -4 | -1.1 | 7 | 13 |
| O=C1c2ccccc2C(Nc2ccc(Cl)cn2)N1c1ccccn1 (stereo not given) | 11 | 2 | 0.3 | -4 | -12 | 4 | 2.0 | -10 | 4 |
| OCCN(CC#CCC(O)(c1ccccc1)C1CCCC1)CCO (stereo not given) | -6 | -4 | 0.0 | -1 | -1 | -2 | -3.5 | 2 | 3 |
| O=C(NCc1ccccc1)C(c1ccccc1)N(Cc1cccs1)C(=O)c1cnccn1 (stereo not given) | -2 | 8 | 0.1 | -1 | 2 | 1 | 0.3 | 1 | -3 |
| O=C(OCC(=O)N1CCc2ccccc21)c1ccncc1 | 2 | 8 | -0.3 | x | 2 | x | 3.1 | x | 6 |
| Cn1cc(CCC(=O)N2CCCC(N3CCN(c4ccccc4F)CC3)C2)cn1 (stereo not given) | -3 | 6 | 0.0 | 0 | 0 | 3 | -1.6 | -2 | 15 |
| CC(CCc1ccccc1)NC(=O)COC(=O)c1cccs1 (stereo not given) | -6 | 2 | -0.1 | -4 | 3 | 4 | 0.1 | 0 | 0 |
| Cc1cc(-c2n[nH]c(=S)n2-c2ccccc2)nn1C | -3 | 1 | -0.4 | -3 | 1 | 1 | 0.8 | -15 | 7 |
| COc1c(Cl)cc(C(=O)O)cc1Cl | 4 | 9 | -0.2 | -7 | 0 | -2 | -0.8 | 2 | 9 |
| O=C(N/N=C/C1CC=CCC1)c1cc(-c2cccnc2)nc2ccccc12 (stereo not given) | 2 | 11 | -0.1 | -2 | 7 | -3 | 3.4 | -2 | 6 |

Other entries
| structure | PP1 counter | proCasp3 act | Efflux pump inh | TPT1 inh | GASC-1 inh | Fh CTSL1 inh | PP5 primary | HCV core dimer | procasp7 counter |
| --- | --- | --- | --- | --- | --- | --- | --- | --- | --- |
| C/C(=N\NC(=O)c1cc(C)oc1C)c1ccc(C)c([N+](=O)[O-])c1 | 11 | 7 | 0.0 | x | -2 | x | 2.6 | x | -12 |
| CC(=O)N1CCOc2ccc(S(=O)(=O)N3CCC(C(=O)NCc4ccc(F)cc4)CC3)cc21 | -2 | 8 | -0.3 | -2 | 8 | -4 | -0.3 | -6 | -6 |
| Cc1[nH]c2ccccc2c1/C=N/NC(=O)CNC(=O)c1ccc2c(c1)OCO2 | -6 | 12 | 0.0 | 0 | 2 | 3 | 2.4 | 2 | 4 |
| O=[N+]([O-])c1ccc(SCCc2ccccn2)cc1 | -2 | -13 | 0.1 | -3 | -5 | 1 | -2.4 | 2 | -11 |
| CNC(=O)/C=C/c1cccc(C(F)(F)F)c1 | -8 | -6 | -0.2 | -5 | 16 | 12 | -1.8 | -3 | 3 |
| COCCCn1c(SCC(=O)n2c(C)c(C)c3ccccc32)nnc1-c1ccoc1C | -1 | 1 | 0.1 | -2 | 14 | -4 | -0.3 | 19 | 1 |
| O=C(Nc1ccc(Cl)c([N+](=O)[O-])c1)c1ccc2c(c1)OCCO2 | 3 | -1 | -0.2 | 1 | -2 | 2 | 3.5 | -6 | 2 |
| Cc1nc(-c2cc(-c3nc(-c4cc(C(F)(F)F)cc(C(F)(F)F)c4)no3)no2)cs1 | -3 | 5 | -0.2 | 1 | 10 | -4 | -0.2 | 0 | 6 |
| O=C(COc1ccccc1Cl)N1CCN(c2ccc(F)cc2)CC1 | 0 | 3 | 0.0 | 0 | -3 | 4 | 0.8 | 0 | 1 |
| Cc1ccc(NC(=O)c2cccc(C(=O)Nc3ccc(C)cc3C(=O)O)c2)c(C(=O)O)c1 | 6 | 3 | 0.1 | -4 | -6 | 2 | 1.4 | 2 | 1 |
| CCC(C)NCC(=O)Nc1ccc(-c2nc3cc(NC(=O)CNC(C)CC)ccc3o2)cc1 (stereo not given) | 0 | 3 | 0.2 | -2 | x | 0 | -2.0 | 2 | 12 |
| Cc1cc(C)cc(N(CC(=O)N2CCCCCC2)S(C)(=O)=O)c1 | 1 | -6 | 0.0 | -4 | 14 | 0 | -0.3 | 1 | 5 |
| Cc1cc(C)c2c(c1)cc(C)c1nnc(SCC(=O)N3CCCc4ccccc43)n12 | 0 | 4 | 0.0 | -5 | -18 | -1 | 2.8 | 7 | 4 |
| Cc1ccc(C(=O)OCC(=O)NCc2ccco2)s1 | 1 | 4 | -0.1 | 2 | -4 | -7 | 2.5 | 32 | 13 |
| Cc1ccc(NC(=O)c2ccc(NCCN)c([N+](=O)[O-])c2)cc1Cl | 4 | -7 | -0.2 | -1 | -3 | -5 | 2.3 | -7 | -2 |
| CCN1CCC(N2CCN(c3ccc(F)cc3)CC2)CC1 | 3 | -4 | -0.2 | -2 | -9 | 1 | -0.7 | -45 | -5 |
| O=C(Nc1cccc(C(=O)O)c1)/C(=C\c1ccccc1)NC(=O)c1cccc2ccccc12 | -1 | -1 | 0.0 | -1 | -8 | 2 | 3.2 | 6 | 7 |
| COc1ccccc1NC(=O)N(Cc1ccco1)Cc1cc2cccc(C)c2[nH]c1=O | -2 | 7 | 0.0 | -2 | -3&-5 | 1 | 2.0 | 6 | -2 |
| O=C(Cn1nc(-c2ccco2)ccc1=O)Nc1ccc(Cl)c(Cl)c1 | 6 | 1 | 0.0 | 4 | 5 | -2 | 2.5 | 7 | 3 |
| Cc1cccc(NC2=NC3(CCCCC3)N=C(N)N2)c1C | 1 | 0 | -0.2 | 0 | 1 | 0 | 0.7 | -2 | 3 |
| COc1ccccc1Nc1nc(N)nc(CN2CCC(Cc3ccccc3)CC2)n1 | 4 | -3 | 0.0 | 0 | -1 | 1 | 0.9 | -2 | 6 |
| CC(C)CCN1CCN(CC#Cc2ccccc2)CC1CCO (stereo not given) | 1 | 3 | -0.1 | -3 | -5 | -3 | 1.8 | 4 | 18 |
| Cc1cc(C)c(NC(=O)CS(=O)CC(=O)NCC2CCCO2)c(C)c1 (stereo not given) | -4 | -3 | -0.1 | 2 | -6 | -6 | 3.1 | -7 | 0 |
| COc1cc(C(=S)N2CCOCC2)cc(OC)c1OC(=O)c1cc([N+](=O)[O-])cc([N+](=O)[O-])c1 | 2 | 1 | 0.0 | -3 | 14 | 9 | 0.0 | 3 | 5 |
| Cc1csc(SC(C)C(=O)Nc2ccc(S(=O)(=O)N3CCCC3)cc2)n1 (stereo not given) | -2 | 0 | -0.1 | -1 | 10 | -4 | -0.5 | 7 | 6 |
| CCOc1ccccc1OCCCC(=O)Nc1ccc(OC)nc1 | -1 | -9 | -0.1 | -4 | 2 | -1 | -0.9 | -3 | 8 |
| CC[C@@]12C(=O)N(c3ccc(C)cc3)C(=O)N1[C@H](c1cccc(C)c1)[C@@H]1C(=O)N(Cc3ccccc3)C(=O)[C@@H]12 | 2 | -3 | 0.2 | 2 | -16 | 3 | 3.0 | -5 | -3 |
| Cc1cc(C(=O)N2CCN(S(C)(=O)=O)CC2)sc1-c1ccccc1 | -7 | 0 | -0.1 | -1 | -19 | 0 | 1.9 | 0 | -4 |

3 entries out of the list above, arranged by their value in HCV core dimer, smallest number first.
SMILES | HCV core dimer
CCC(C)NCC(=O)Nc1ccc(-c2nc3cc(NC(=O)CNC(C)CC)ccc3o2)cc1 (stereo not given) | 2
Cc1cc(C)c2c(c1)cc(C)c1nnc(SCC(=O)N3CCCc4ccccc43)n12 | 7
O=C(Oc1ccc(/C=N/NC(=O)c2ccccc2F)cc1)c1ccccc1 | 10

From PubChem

Compounds as they come; any-hit rate near 2.9%.
